Wnt act: activates Wnt/beta-catenin signaling in a reporter cell assay; activation, % at 9.35 µM; 1.2% of 300,000 active; activator, plate reader; in the data active = activation above about 30%, passing the limit was not always enough;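 note: 0% = neutral control wells and 100% = positive control wells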
Arrestin-AP2 inh: blocks beta-arrestin peptide binding to AP2 adaptin | FITC-arrestin peptide / GST-AP2 beads, flow cytometry; AP2 beta2 appendage carries R879A mutation | inhibition, % at 10 µM | 0.31% of 340,000 active | AID 504490;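 active = inhibition above a set limit, near 3 SD of compounds lacking own fluorescence, cut at about 54% in these data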;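 note: plate controls were DMSO wells for no effect and 5 µM unlabelled arrestin peptide for full effect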
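System: GST-AP2 R879A glutathione beads | Also added: FITC-arrestin peptide, 50 nM | Times: 12 min plus 1 h, RT | Signal: Bead flow cytometry, FITC channel | Buffer or medium: PBS with 0.05% Tween 20 and 0.1% BSA | Read-out basis: Percent drop in bead-associated FITC signal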
Cardiac RTF inh: cardiac RTF calcium desensitization; P19429+P45379; inhibition, % at 7.15 µM; 0.12% of 340,000 active; IANBD-labeled cardiac RTF, Ca2+ fluorescence;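 active = inhibition above the mean inhibition of all tested compounds plus 3 SD, cut at about 17% in these data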;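 note: assay run at fixed EC70 calcium of 1.6 mM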
DSG3 Ab inh: human desmoglein-3 autoantibody binding inhibition | DSG3-coupled beads, scFv-anti-DSG3-GFP binding, flow cytometry; stronger effect = lower value | binding (percent of control), % at 10 µM | 0.48% of 310,000 active;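 active = binding more than 3 SD below its plate's average and above zero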;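 note: hits lower antibody fragment binding to DSG3; some compounds called inactive have numbers as strong as hits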
OPRM1-OPRD1 ag: OPRM1-OPRD1 heterodimerization agonism. P35372+P41143. cells, luminescence. activation, % at 9.3 µM. 0.3% of 340,000 active; in the data active = activation above about 18%;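 note: 0% = vehicle-treated cells and 100% = reference agonist; values of inactives mirror those of a sister screen read the other way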
cardiac RTF act: cardiac RTF calcium sensitization. 0.24% of 340,000 active. activation, % at 7.2 µM. IANBD-labeled TnC RTF fluorescence at EC20 calcium; 0% EC20 calcium, 100% full calcium. AID 493008;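 active = activation above the mean over all tested compounds plus 3 SD, cut at about 30% in these data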;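 note: rise in fluorescence read as greater calcium sensitivity of cardiac thin filaments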
MOR-DOR inv ag: mu-delta opioid heterodimer inverse agonism; cell-based MOR-DOR heterodimer luminescence; 0.21% of 340,000 active; inhibition, % at 9.3 µM; P35372+P41143; in the data active = inhibition above about 22%, passing the limit was not always enough;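 note: 0% = cells with DMSO and 100% = wells without cells with DMSO; values of inactives mirror those of a sister screen read the other way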
Keap1 Nrf2 FP: disrupts human Keap1 binding to Nrf2 peptide; Q14145; inhibition, % at 9.4 µM; AID 504523; 0.15% of 340,000 active; Keap1 Kelch-Nrf2 peptide fluorescence polarization, 1536-well; in the data active = inhibition above about 12%;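 note: human Keap1 Kelch domain with fluorescein labeled Nrf2 9mer peptide probe; 0% = neutral control wells and 100% = peptide positive control; higher means more block of Keap1 binding to Nrf2 peptide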
Target sequence (Q14145 whole entry, looked up, the tested form may be a part): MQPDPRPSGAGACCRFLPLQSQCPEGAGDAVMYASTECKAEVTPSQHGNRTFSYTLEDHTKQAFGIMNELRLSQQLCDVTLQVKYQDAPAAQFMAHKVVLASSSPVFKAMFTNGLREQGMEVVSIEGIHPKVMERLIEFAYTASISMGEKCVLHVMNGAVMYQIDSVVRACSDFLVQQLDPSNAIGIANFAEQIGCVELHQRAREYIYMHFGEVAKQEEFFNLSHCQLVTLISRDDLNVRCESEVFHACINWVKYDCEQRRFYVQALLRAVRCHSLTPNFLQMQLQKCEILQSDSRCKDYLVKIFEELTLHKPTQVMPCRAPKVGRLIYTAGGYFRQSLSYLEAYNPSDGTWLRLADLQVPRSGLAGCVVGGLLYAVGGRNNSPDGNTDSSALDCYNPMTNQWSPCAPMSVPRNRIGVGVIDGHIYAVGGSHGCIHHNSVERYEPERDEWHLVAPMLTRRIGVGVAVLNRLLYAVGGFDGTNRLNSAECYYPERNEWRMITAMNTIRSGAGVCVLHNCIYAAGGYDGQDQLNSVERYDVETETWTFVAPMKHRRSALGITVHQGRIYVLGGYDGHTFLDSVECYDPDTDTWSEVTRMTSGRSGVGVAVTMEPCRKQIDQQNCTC
V-ATPase pHluor: yeast V-ATPase proton transport regulation by pHLuorin; S. cerevisiae, pHLuorin cytosolic pH fluorescence; 0.37% of 350,000 active; response, % at 10 µM; in the data active = response mostly above about 7.3%, no sharp cut-off; inactive = mostly below about 5.4%; note: actives read high; inactives centre near 0; some compounds called inactive have numbers as strong as hits; reference of the scale not given here
LANA DNA inh: KSHV C-LANA DNA binding inhibition; MBP-C-LANA/FAM-LBS DNA binding, fluorescence polarization; inhibition, % at 9 µM; 0.078% of 340,000 active; AID 504423;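 active = highest replicate inhibition at or above 60% at 9 µM, even if other replicates fall short; inactive = all replicates below 60% inhibition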;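 note: 0% = neutral control wells and 100% = 4 µM acridine orange control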
The depositor's hits bear a star; / = no result given.

SMILES	Wnt act	Arrestin-AP2 inh	Cardiac RTF inh	DSG3 Ab inh	OPRM1-OPRD1 ag	cardiac RTF act	MOR-DOR inv ag	Keap1 Nrf2 FP	V-ATPase pHluor	LANA DNA inh
Cc1ccccc1C(=O)Nc1nc(=S)ss1	-4.8	0.2	-6.2	102.2	-2.5	3.1	12.7	-2.4	0.8	3.2
COc1ccc(-n2c(C)nc3c(cnn3-c3ccc(C)c(C)c3)c2=O)cc1	1.0	24.3	-1.9	94.6	1.5	0.9	-8.5	-2.1	0.7	-1.5
O=C(NNS(=O)(=O)c1ccccc1F)c1ccccc1-n1cccc1	1.1	-2.6	-6.4	120.0	-2.8	0.7	15.2	-3.9	1.8	-2.3
Cc1c(Cl)c(C(F)(F)F)nn1CC(=O)NCc1ccco1	-0.2	-20.2	-5.4	100.7	-3.4	-0.6	15.8	0.9	-0.6	-1.3
CCCCN(C(=O)CN(C)CC(=O)Nc1cccc(OC)c1)c1c(N)n(CCCC)c(=O)[nH]c1=O	-1.6	-9.8	-9.2	106.2	-2.0	-0.9	7.7	-4.9	-0.9	0.4
C#CCN(CC=C)C(=O)c1cccc(OC2CCN(S(C)(=O)=O)CC2)c1	3.2	20.3	-1.4	106.1	-0.3	-0.5	1.6	0.0	-0.7	0.0
O=C(CCNC(=O)c1ccc([N+](=O)[O-])cc1)NCCc1ccccc1	1.8	7.0	4.6	91.1	-1.0	1.2	6.6	-1.3	0.8	-0.1
Cc1ccc(NC(=O)CNCc2ccccc2Cl)cc1S(=O)(=O)N(C)C	1.5	0.5	-2.9	106.3	-0.4	-3.9	1.9	-2.3	6.7	5.6
CN(CCc1ccccc1)C(=O)c1cccc(NC(=O)Cc2cccc([N+](=O)[O-])c2)c1	-3.3	4.4	-2.7	102.8	-2.8	9.1	15.4	-0.1	1.6	0.2
COc1ccc(-n2c(O)c(C=NCc3ccccn3)c3ccccc3c2=O)c(OC)c1	-1.7	1.8	-18.0	100.7	-0.2	1.7	0.8	4.3	3.3	-2.1
CCCCC[C@@H](/C=C/C1C(=O)C=C[C@H]1C/C=C\CCCC(=O)OC)OC(C)=O (some centres undefined)	16.4	-10.0	0.9	94.8	1.5	-1.1	-7.2	-18.7	-2.8	-0.3
O=C(NCc1ccccc1)C1CCN(S(=O)(=O)N2CCCCCC2)CC1	/	34.0	-6.7	102.8	-0.8	0.8	4.3	4.4	10.5	-1.6
COc1cc(C(=O)Nc2cccc(-c3nc4ncccc4o3)c2C)cc(OC)c1OC	/	24.7	-6.3	103.1	0.3	-3.7	-1.6	1.3	-3.3	-1.0
Cc1cccc(CN2CCc3c([nH]c4ccccc34)C2CC(C)C)n1 (centres undefined)	-3.7	38.2	-0.1	100.5	1.0	-2.8	-4.8	-5.3	0.5	0.6
CC1CN(c2ccc([N+](=O)[O-])c(NCCOc3ccccc3)c2)CCN1 (centres undefined)	10.3	1.0	-6.3	95.3	2.9	-6.7	-20.5	4.4	-1.4	-0.5

An excerpt from above in order of SMILES length, falling.
SMILES	Wnt act	Arrestin-AP2 inh	Cardiac RTF inh	DSG3 Ab inh	OPRM1-OPRD1 ag	cardiac RTF act	MOR-DOR inv ag	Keap1 Nrf2 FP	V-ATPase pHluor	LANA DNA inh
CCCCN(C(=O)CN(C)CC(=O)Nc1cccc(OC)c1)c1c(N)n(CCCC)c(=O)[nH]c1=O	-1.6	-9.8	-9.2	106.2	-2.0	-0.9	7.7	-4.9	-0.9	0.4
CCCCC[C@@H](/C=C/C1C(=O)C=C[C@H]1C/C=C\CCCC(=O)OC)OC(C)=O (some centres undefined)	16.4	-10.0	0.9	94.8	1.5	-1.1	-7.2	-18.7	-2.8	-0.3
COc1ccc(-n2c(O)c(C=NCc3ccccn3)c3ccccc3c2=O)c(OC)c1	-1.7	1.8	-18.0	100.7	-0.2	1.7	0.8	4.3	3.3	-2.1
COc1cc(C(=O)Nc2cccc(-c3nc4ncccc4o3)c2C)cc(OC)c1OC	/	24.7	-6.3	103.1	0.3	-3.7	-1.6	1.3	-3.3	-1.0
COc1ccc(-n2c(C)nc3c(cnn3-c3ccc(C)c(C)c3)c2=O)cc1	1.0	24.3	-1.9	94.6	1.5	0.9	-8.5	-2.1	0.7	-1.5
CC1CN(c2ccc([N+](=O)[O-])c(NCCOc3ccccc3)c2)CCN1 (centres undefined)	10.3	1.0	-6.3	95.3	2.9	-6.7	-20.5	4.4	-1.4	-0.5
Cc1ccc(NC(=O)CNCc2ccccc2Cl)cc1S(=O)(=O)N(C)C	1.5	0.5	-2.9	106.3	-0.4	-3.9	1.9	-2.3	6.7	5.6
O=C(NCc1ccccc1)C1CCN(S(=O)(=O)N2CCCCCC2)CC1	/	34.0	-6.7	102.8	-0.8	0.8	4.3	4.4	10.5	-1.6
Cc1c(Cl)c(C(F)(F)F)nn1CC(=O)NCc1ccco1	-0.2	-20.2	-5.4	100.7	-3.4	-0.6	15.8	0.9	-0.6	-1.3

Next results.
SMILES	Wnt act	Arrestin-AP2 inh	Cardiac RTF inh	DSG3 Ab inh	OPRM1-OPRD1 ag	cardiac RTF act	MOR-DOR inv ag	Keap1 Nrf2 FP	V-ATPase pHluor	LANA DNA inh
Cc1ccc(CSc2nnc(SCC(=O)N/N=C/c3c(C)nn(-c4ccccc4)c3C)s2)cc1	/	-0.3	-12.8	97.0	4.4	4.2	-19.8	-4.2	-1.9	-0.1
CNC(=O)c1cc(C(=O)c2ccc(C(F)(F)F)cc2F)c[nH]1	-0.4	-9.5	-1.0	100.3	-3.3	-3.1	18.5	3.4	-2.5	0.3
CC12c3ccccc3C(c3ccccc31)C1C(=O)N(Cc3cccnc3)C(=O)[C@H]12 (some centres undefined)	/	-4.1	-6.3	104.9	-1.6	4.2	8.0	-4.4	-1.5	0.1
Brc1cccc(/C=N/Nc2nn[nH]n2)c1	-2.2	2.0	-0.1	96.7	-3.0	0.3	15.7	-5.2	1.8	-0.9
Cc1nn(C)c(C)c1CN(C)C(=O)c1nn2c(c1Br)NC(c1cccs1)CC2C(F)(F)F (centres undefined)	-1.2	-1.6	-4.5	105.8	1.1	-6.1	-5.9	3.9	-5.8	-0.9
Cc1nc(SCC(=O)NCC2CCCO2)c2c3c(sc2n1)CCCC3 (centres undefined)	0.6	-10.9	5.5	111.5	-0.2	-3.1	1.4	-5.2	0.3	1.4
CCc1nc(Nc2ccc3nccnc3c2)c2oc3ccccc3c2n1	/	10.7	-7.8	103.0	5.6	0.2	-32.3	0.2	1.9	1.7
Cc1cc(NC(=O)C(C)Oc2ccc(Cl)cc2Cl)n(-c2ccccc2)n1 (centres undefined)	-0.8	18.1	-20.3	/	1.4	-5.8	-8.2	1.2	-1.9	0.1
COc1ccc(F)cc1C(=O)C1CCCN(Cc2ccc(Oc3ncccn3)cc2)C1 (centres undefined)	-1.5	3.7	-15.2	107.3	-2.0	1.8	11.4	1.1	1.1	-1.0
CN(C)C(=O)COC(=O)c1cccc(S(=O)(=O)N2CC3(C)CC2CC(C)(C)C3)c1 (centres undefined)	1.9	18.6	-2.7	/	-3.0	-4.7	12.4	-2.9	0.5	2.0
COc1cc2c(c(OC)c1O)C(=O)CO2	2.7	-3.5	-2.8	91.0	-3.7	4.6	18.8	-4.7	0.4	1.2
Cc1nc2sc3c(c2c(=N)n1N)CC(C)(C)OC3	/	-10.1	-6.3	106.6	-2.8	1.8	14.2	-2.6	3.8	0.0
Cc1cccc(C(=O)NCC(=O)Nc2ccc(S(=O)(=O)Nc3nc(C)cc(C)n3)cc2)c1	0.2	-5.5	5.0	96.1	-1.1	-0.8	5.9	-2.8	0.1	-1.4
CCCC(=O)Nc1cc(C)c(NC(=O)C23CC4CC(CC(C4)C2)C3)cn1	-4.6	0.0	0.1	95.2	-2.2	-8.5	12.4	-0.9	-1.9	-0.2
CCOc1ccc(S(=O)(=O)NCCC(=O)NCCc2ccc(C(C)C)cc2)cc1	17.7	-4.6	-18.4	102.9	5.0	-3.2	-33.6	5.7	-3.4	-0.5
COC(=O)c1ccc(C(=O)N2CCCC(CNC(=O)c3ccccc3Cl)C2)cc1 (centres undefined)	/	3.8	5.9	91.7	-1.7	-2.3	12.2	-4.4	7.0	-0.4
O=C(CC1SC(=O)N(c2ccccc2)C1=O)Nc1ccc(Cl)cc1 (centres undefined)	21.1	4.2	-5.2	/	-3.4	-6.8	16.5	-2.8	-1.6	-0.4
C=CC[n+]1c(C)csc1Nc1ccc(C(=O)O)cc1	0.9	-3.4	2.8	103.1	-1.5	-4.6	10.2	-0.1	7.7	-1.0
Cc1ccc(NC(=O)CN(C)S(=O)(=O)c2cccc3cccnc23)cc1	-0.9	-6.9	-4.9	105.7	-1.1	2.8	5.7	-2.7	0.8	-0.6
CC(=O)Nc1ccccc1OCC(=O)N(Cc1ccccc1)C(C)C	-0.2	6.5	-9.5	116.0	-1.2	-1.4	6.3	-6.4	3.8	-0.1
Cc1cc2cc(CN(Cc3cccs3)C(c3nnnn3C(C)(C)C)C(C)C)c3nnnn3c2cc1C (centres undefined)	/	-4.2	3.3	104.0	-0.4	0.6	2.5	0.4	-2.5	-1.3
C=CCn1c(SCC(=O)Nc2cccc(S(N)(=O)=O)c2)nnc1C1CCCCC1	-2.3	5.6	-3.9	106.2	-0.4	9.5	1.7	-8.3	-5.7	0.4
O=C(c1cc2c(s1)-c1ccccc1S(=O)(=O)C2)N1CCN(Cc2ccccc2)CC1	-2.7	1.0	-8.1	99.7	0.5	-4.4	-2.6	-3.5	0.5	0.2
CN(C(=O)CSc1nnc(-c2cccnc2)o1)C1CCCCC1	4.2	0.6	1.7	/	-0.1	-1.4	0.4	-4.9	-2.1	1.0
Nc1ccc(C(=O)NN2C(=O)[C@H](Cl)C2c2ccc(Cl)cc2)cc1 (some centres undefined)	21.9	-3.7	-11.6	/	-1.4	-2.5	6.6	-1.3	1.8	-3.8
CC(C)(C)NC(=O)CN(Cc1ccc2c(c1)OCO2)C(=O)CNS(=O)(=O)c1ccc(F)cc1	0.4	-2.6	1.4	105.3	-1.9	1.9	10.3	-2.3	0.9	0.9
Cc1ccc(S(=O)(=O)N2CCC(C)CC2)cc1C(=O)NCCN1CCOCC1	-1.7	-7.0	1.0	/	-1.5	3.8	7.6	-2.0	-3.2	-0.2
C/C(=N/NC(=O)c1cc2ccccc2cc1O)c1ccco1	22.8	-9.1	-9.3	108.1	3.5	2.1	-14.3	6.1	1.9	-1.4
Cc1cc(NC(=O)c2cc3n(n2)C(C(F)(F)F)CC(c2ccco2)N3)n(-c2ccccc2)n1 (centres undefined)	/	2.0	0.4	98.4	1.1	2.8	-6.2	-7.4	2.7	0.2
CC1CCN(C(=O)CN(c2ccccc2)S(=O)(=O)N(C)C)CC1	5.5	-13.4	-2.1	77.5	-4.2	-0.8	21.4	3.0	1.2	-1.8
O=C(NCCc1ccc(Cl)cc1)C1(c2ccccc2)CC1	-0.9	-11.0	2.4	109.1	0.4	2.9	-1.3	-0.5	2.4	1.8
Cc1ccc(CN2CCN(Cc3cc4ccccc4o3)CC2CCO)cc1 (centres undefined)	-1.2	7.7	-1.4	120.4	-0.5	-1.1	2.2	-2.0	-0.4	-3.0
Nc1c(C(=O)Nc2ccc3c(c2)OCCO3)nnn1Cc1cccc(Br)c1	42.2*	-0.5	-3.2	88.5	0.1	-16.9	-0.6	-1.9	4.0	0.9

Screening data as filed in PubChem BioAssay.

Rows are unselected (roughly 3.1% active in at least one column).
